Screens: PubChem BioAssay, The Scripps Research Institute Molecular Screening Center
SIAE primary = inhibitors of human sialic acid acetylesterase SIAE. Q9HAT2. SIAE FP-Rh probe binding, fluorescence polarization. inhibition, % at 9.66 µM. 0.69% of 370,000 active;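 active means inhibition above a cutoff: mean of compounds within the control limits plus 3 SD of those, cut at about 17% in these data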;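 further: 0% = plate median of compound wells and 100% = probe without SIAE protein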
TDP2 inh = blocks human TDP2 phosphodiesterase activity; O95551; 0.34% of 370,000 active; recombinant TDP2, T5PNP hydrolysis, p-nitrophenol absorbance 415 nm; inhibition, % at 12.8 µM;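 active means inhibition above the mean of all tested compounds plus 3 SD, set per campaign, cut at about 25% in these data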;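 further: 0% = DMSO with enzyme and 100% = buffer with substrate but no TDP2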
Target sequence (O95551 whole entry, looked up): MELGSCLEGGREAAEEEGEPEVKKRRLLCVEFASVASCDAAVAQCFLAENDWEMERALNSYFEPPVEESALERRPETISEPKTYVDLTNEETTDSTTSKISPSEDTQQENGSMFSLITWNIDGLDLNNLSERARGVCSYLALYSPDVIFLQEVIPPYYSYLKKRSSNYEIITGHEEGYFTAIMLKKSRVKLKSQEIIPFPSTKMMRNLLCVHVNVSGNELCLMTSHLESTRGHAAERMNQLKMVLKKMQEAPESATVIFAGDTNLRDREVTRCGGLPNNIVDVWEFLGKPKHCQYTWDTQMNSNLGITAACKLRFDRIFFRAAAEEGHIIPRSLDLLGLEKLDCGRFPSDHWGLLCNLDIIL
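Assay system: Recombinant human TDP2 | Quantity: 120 nM TDP2 per well | Incubation: 2 h at 37 °C | Signal: Epi absorbance | Evaluation: Percent inhibition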
TCR CD3 inh = human TCR-CD3 binding inhibition. TAMRA-labeled TCR probe fluorescence, biochemical. inhibition, % at 9.4 µM. 0.37% of 360,000 active. AID 651800; in the data active means inhibition above about 19%;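 further: recombinant mutant TCR 2C K166C tagged with TAMRA read by polarization; 0% = receptor in buffer alone and 100% = receptor with positive control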
DDE Tn7 FP inh = inhibitors of Tn7 peptide binding to human fibrin DD(E) | P02675 | FP displacement of FITC-Tn7 peptide from fibrin DD(E); 0% = median of compound wells per plate | inhibition, % at 8.3 µM | 0.13% of 370,000 active | AID 720508;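 active means inhibition above the mean of compounds falling within the control limits plus 3 SD of them, cut at about 14% in these data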;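 further: 0% = plate median of compound wells and 100% = 10 µM Aha-Tn7 peptide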
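Assay system: Fibrin-DD(E) protein isolated from polymerized human fibrin clots; read-out basis: percent inhibition; medium: Tris/NaCl/CaCl2 buffer, pH 7.8; signal: FP measurement; incubation: 10 min plus 3 h, room temperature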
LEDGF integ inh = blocks HIV-1 LEDGF/p75-dependent DNA integration | TR-FRET IN-LEDGF/p75 DNA integration, Eu/Cy5 | inhibition, % at 3.7 µM | 0.64% of 370,000 active | AID 743269;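 active means inhibition above the screen-wide mean plus 3 SD, cut at about 13% in these data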;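 further: signal is the Cy5 over europium emission ratio at 671 and 618 nm; 0% = plate median of compound wells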
UHRF1 binding = UHRF1 methyl-DNA binding inhibition; Q96T88; UHRF1 binding to methylated oligo, TR-FRET; inhibition, % at 4.4 µM; 0.75% of 370,000 active; in the data active means inhibition above about 21%;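 further: UHRF1 SRA domain binding a hemimethylated CpG hairpin DNA probe; 0% = median of test compound wells and 100% = reference inhibitor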
PG9 binder = binds the HIV-1 gp120 antibody PG9; 0.43% of 360,000 active; TR-FRET gp120-PG9 antibody binding; inhibition, % at 6.7 µM; AID 624416; in the data active means inhibition above about 8.5%
HTRA1 inh = blocks human HTRA1 serine peptidase; recombinant HTRA1, FP-rhodamine activity-based probe, fluorescence polarization; 0.5% of 340,000 active; Q92743; inhibition, % at 5.96 µM; in the data active means inhibition above about 36%;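 further: 0% = enzyme with DMSO and 100% = wells lacking enzyme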
PRMT1 inh = inhibitors of human PRMT1; inhibition, % at 2.79 µM; recombinant PRMT1, activity-based probe fluorescence polarization; 1.3% of 370,000 active;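 active means inhibition above about 21% made by adding two undisclosed values, limit read from the data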
Target sequence (Q99873 whole entry, looked up): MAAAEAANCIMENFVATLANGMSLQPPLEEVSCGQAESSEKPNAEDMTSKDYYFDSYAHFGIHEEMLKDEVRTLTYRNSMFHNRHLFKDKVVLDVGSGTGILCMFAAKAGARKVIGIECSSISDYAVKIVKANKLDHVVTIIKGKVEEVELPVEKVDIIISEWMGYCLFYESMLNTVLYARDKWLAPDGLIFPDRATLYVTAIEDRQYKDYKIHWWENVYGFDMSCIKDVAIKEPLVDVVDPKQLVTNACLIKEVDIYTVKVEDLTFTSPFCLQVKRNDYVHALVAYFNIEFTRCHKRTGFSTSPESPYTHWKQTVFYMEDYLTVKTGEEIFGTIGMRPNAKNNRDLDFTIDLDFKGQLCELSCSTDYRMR
mABHD4 FP = ABHD4 (mouse) inhibition, primary FP screen; purified mABHD4, FP-Rh probe fluorescence polarization; inhibition, % at 8.92 µM; 0.54% of 370,000 active; AID 720543;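 active means inhibition exceeding the mean over every tested compound plus 3 SD, cut at about 30% in these data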;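 further: 0% = plate median of compound wells and 100% = S159A mutant with DMSO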
Target sequence (Q8VD66 whole entry, looked up): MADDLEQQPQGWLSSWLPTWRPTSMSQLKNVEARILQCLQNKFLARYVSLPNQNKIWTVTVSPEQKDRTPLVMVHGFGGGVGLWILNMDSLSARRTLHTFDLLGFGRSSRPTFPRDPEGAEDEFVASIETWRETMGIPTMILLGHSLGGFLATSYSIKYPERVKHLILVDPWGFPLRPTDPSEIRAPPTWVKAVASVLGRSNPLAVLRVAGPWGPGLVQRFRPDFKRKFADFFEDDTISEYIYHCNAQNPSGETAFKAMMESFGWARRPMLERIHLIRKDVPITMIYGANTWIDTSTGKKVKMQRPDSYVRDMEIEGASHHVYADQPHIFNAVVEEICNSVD
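system = mouse ABHD4 enzyme, wild type | medium = HEPES pH 7.0, NaCl, Pluronic buffer | also added = FP-Rh probe | incubation = Enzyme–compound pre-incubation 45 min, then probe 60 min, both 25 °C | technique = fluorescence polarization, excitation 525 nm, emission 598 nm, BODIPY TMR filters | controls = S159A mutant high control, sample median low control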
* marks the source's active call; other numbers are inactive results; x = not tested or not shown.

Sequence of screens: SIAE primary, TDP2 inh, TCR CD3 inh, DDE Tn7 FP inh, LEDGF integ inh, UHRF1 binding, PG9 binder, HTRA1 inh, PRMT1 inh, mABHD4 FP
COc1ccc(S(=O)(=O)N2CCSCC2)cc1
  -4, -16, -4, 3, 4, 7, 3.1, 1, 5, -2
COc1ccc(NC(=O)CCCn2c(=O)[nH]c3ccccc3c2=O)cc1
  5, -6, -3, 8, 1, 2, -1.0, 5, 3, 0
O=C(Nc1ccccc1N1CCOCC1)C1=NN(c2c(F)c(F)cc(F)c2F)C(=O)CC1
  5, 7, -3, 5, -6, -2, -0.4, -8, 0, -5
Cc1ccc(Cn2ccc(NC(=O)c3cc4nc(-c5ccco5)cc(C(F)(F)F)n4n3)n2)cc1
  -5, 1, -4, -5, 3, 1, 1.1, 0, -1, 1
c1ccc2c(c1)OCC(CNc1ncnc3sccc13)O2 (configuration not stated)
  4, 13, 4, 1, 1, -1, -2.3, -12, 0, 9
Cc1c(C(=O)O)nnn1-c1nonc1N
  2, 11, 10, 1, 0, 1, -0.1, 0, -4, -2
Cc1ccc(CS(=O)(=O)c2cn(CC(=O)Nc3ccon3)c3ccccc23)cc1
  -4, -5, -3, 8, -1, -1, 1.0, -15, -1, -4
CN(CC(=O)Nc1ccccc1Br)C(=O)c1cc(Cl)nc2ccccc12
  0, 2, -4, -3, -1, 1, 1.6, 3, 3, 6
COc1ccc(-n2c(-c3ccc(OC)c(OC)c3)n[nH]c2=S)cc1
  -3, -7, -4, 2, 0, -2, -2.2, 0, 0, 4
Cc1cc(Cl)ccc1OC(C)C(=O)NC(C)C1CCCO1 (configuration not stated)
  -2, -2, -7, 7, -3, 1, -1.6, 1, 2, 8
CC(=O)c1cccc(OC(=O)C2=CC=CN3CCS(=O)(=O)N=C23)c1
  -4, -9, -2, 0, -5, 0, 0.0, 3, 0, 2
COc1ccc(CN2CCc3ccc(NC(=O)c4ccncc4)cc3C2)c(F)c1
  6, -8, 8, 5, 0, 0, -1.4, 12, -2, -1
CCC(=O)c1ccc(N2CCN(C(=O)c3cccc(F)c3)CC2)c(F)c1
  -6, 15, 3, 9, -1, -1, -1.6, -6, 0, 2
O=C(Nc1cccc([N+](=O)[O-])c1)C1CC(=O)N(Cc2ccccc2)C1 (configuration not stated)
  -4, 4, -4, 9, -2, 1, -0.4, 1, 2, 6
C/C=C\C=C\C(=O)N1CC2(CC(c3cccc(NC(=O)CC)c3)=NO2)C[C@H]1C(N)=O (some centres not stated)
  -19, 2, 5, -6, 3, 3, -1.2, -9, 7, -3
CC(=O)Nc1cccc(OCC(=O)/C=C2\N(C)c3ccccc3C2(C)C)c1
  -6, -10, 1, -1, 2, 1, 1.9, -12, -6, -13
O=C(Cn1cc(F)c(=O)[nH]c1=O)NCCO
  -2, -6, -1, 1, -1, 0, 0.3, -1, -2, 3
CCOc1cccc(NC(=O)C2CC(=O)N(c3ccc(F)cc3)C2)c1 (configuration not stated)
  -3, -1, -5, -2, 2, -1, -2.5, 0, -1, -3
Cc1ccsc1CNC(=O)c1c(-c2ccccc2)noc1C
  0, 5, 7, 2, 5, -1, -2.6, 3, -8, -7
CCCC1(c2ccccc2)NC(=O)N(CC(=O)NCc2ccc(C)cc2)C1=O (configuration not stated)
  3, -18, -1, -7, -2, 1, 0.3, -27, 1, -3
Cc1cc[n+](CC(=O)Nc2cc(C(F)(F)F)ccc2Cl)cc1
  2, 0, -3, 6, -3, 3, -1.4, 0, 2, -3
NNC(=O)C(=O)NCCCN1CCOCC1
  9, 9, 3, 2, 2, -2, -0.7, -3, -5, -4
Cc1c(C(=O)Nc2c(C)n(C)n(-c3ccccc3)c2=O)oc2c(Cl)cccc12
  9, -6, 0, -9, -2, -4, 1.4, -1, -2, 4
COc1ccc(-n2ccc(=O)c3c2CCCC3=O)cc1
  -7, -13, -3, -7, -2, 0, -0.4, 1, -2, 12
COc1ccccc1N1CCN(C(=O)c2cc(=O)c3cc(C)cc(C)c3o2)CC1
  -3, 4, 4, 2, -2, 0, -1.5, 2, 3, 3
CC(=O)c1ccc(NC2=C(N3CCOCC3)C(=O)c3ccccc3C2=O)cc1
  -2, 54*, -11, 1, 5, 0, 2.3, 9, -3, 3
S=c1[nH]nc(C2CCCCC2)o1
  5, 1, 3, 1, -1, 3, -2.6, 1, 7, -3
CCn1c(SCC(=O)N/N=C/c2ccc(C)o2)nnc1-c1ccccc1
  3, -10, 1, -5, 2, 0, 0.9, -3, -2, -1
CCc1nc2ccc(C(=O)NCCOc3ccc(OC)cc3)cn2c1N(C)Cc1cccs1
  1, 0, -2, 7, -3, -1, -0.8, x, 1, 3
Cc1nn(-c2ccc(F)cc2)c(Cl)c1C(=O)NCC1CCCO1 (configuration not stated)
  -4, -6, -9, -5, -4, 0, 0.9, 2, 5, -2
CCCN1CNC(=S)N(Cc2ccccc2)C1
  -4, 10, -4, 1, 2, -5, 0.1, 4, -2, 7
Cn1c(SCc2cccc(C(F)(F)F)c2)nnc1-c1ccco1
  3, 10, 3, 0, 2, -1, -0.4, -3, -1, 3
CCC(=O)c1cn(CC(=O)Nc2cccc(C)c2C)c2ccccc12
  -8, -6, 7, -10, 0, 1, 9.9*, 8, -2, -4
Cc1cc(NCc2ccccc2)n2ncc(-c3ccccc3)c2n1
  -2, 15, 0, -2, 0, -3, 1.0, 1, -1, 1
COc1ccc2cc(C3=CC(=O)CCC3)ccc2c1
  2, 2, 2, 6, 0, -2, 0.9, -6, -1, -3
Cc1ccc(NN2C(=O)C=C(c3ccccc3)C2=O)cc1
  2, 2, 3, -3, 3, 21*, 0.0, x, 35*, 21
CS(=O)(=O)N1CCN(c2ncccn2)CC1
  -5, -1, 5, -10, -1, -2, -1.2, 7, 0, 5
CC(C)CC1NC(=O)N(CC(=O)N2CCN(S(=O)(=O)c3ccc4ccccc4c3)CC2)C1=O (configuration not stated)
  -2, -1, -3, 3, 0, 1, 1.0, 0, 2, 4
CCN1C(=O)[C@H]2[C@@H](c3ccc(OC)cc3)N3C(=O)CN(Cc4ccccc4)C(=O)[C@@]3(C)[C@H]2C1=O
  -2, 12, 4, -5, 2, 8, -1.0, 2, 2, -1
Cc1ccc(S(=O)(=O)NCCN=C(CN2CCOCC2)NS(=O)(=O)c2ccc(C)cc2)cc1
  1, -2, 8, 1, -2, 3, 0.7, 6, 1, -1
Cc1ccc(-c2nc3c4ccccc4ccn3c2CN2CCCCC2)cc1
  2, 5, -12, -3, -1, -2, -0.7, -36, 4, -1
CC(=O)Nc1ccc(OCC(=O)c2cc(C)ccc2C)cc1
  -1, -13, -3, -6, 1, 8, 2.4, -4, 2, 3
Cc1ccc(NC(=O)CNCC(c2ccccc2)N(C)C)cc1F (configuration not stated)
  0, 9, 2, 0, 0, 2, -0.6, 12, -1, 20
COC(=O)c1n[nH]nc1-c1ccccc1
  3, 4, -7, 2, 0, 22*, -2.0, 6, 1, 0
CCCCCc1cc(=O)oc2c(C(CCN3CCCCC3)c3cc(OC)c(OC)c(OC)c3)c(OC)cc(OC)c12 (configuration not stated)
  5, 0, -6, 3, -3, -2, -0.6, -12, 1, 18

Individual results from above.
`Cc1ccc(NC(=O)CNCC(c2ccccc2)N(C)C)cc1F` (configuration not stated) in LEDGF integ inh is listed with 0
`Cn1c(SCc2cccc(C(F)(F)F)c2)nnc1-c1ccco1` in LEDGF integ inh is listed with 2

Entries of single compounds from above. Order of screens: SIAE primary | TDP2 inh | TCR CD3 inh | DDE Tn7 FP inh | LEDGF integ inh | UHRF1 binding | PG9 binder | HTRA1 inh | PRMT1 inh | mABHD4 FP
Cc1ccc(-c2nc3c4ccccc4ccn3c2CN2CCCCC2)cc1 in the list: 2 | 5 | -12 | -3 | -1 | -2 | -0.7 | -36 | 4 | -1
CCC(=O)c1cn(CC(=O)Nc2cccc(C)c2C)c2ccccc12 in the list: -8 | -6 | 7 | -10 | 0 | 1 | 9.9* | 8 | -2 | -4
Cc1ccc(NN2C(=O)C=C(c3ccccc3)C2=O)cc1 in the list: 2 | 2 | 3 | -3 | 3 | 21* | 0.0 | x | 35* | 21

Following part:
Sequence of screens: SIAE primary, TDP2 inh, TCR CD3 inh, DDE Tn7 FP inh, LEDGF integ inh, UHRF1 binding, PG9 binder, HTRA1 inh, PRMT1 inh, mABHD4 FP
N#Cc1ccccc1OCC(=O)N1CCN(S(=O)(=O)c2ccc(Cl)cc2)CC1
  -1, -9, 7, -3, -13, 7, 0.0, -3, 5, -7
O=C(COc1ccc([N+](=O)[O-])cc1)NCc1cccnc1
  1, 7, 7, 10, 1, -2, -1.6, 0, 0, 3
O=C(Nc1cccnc1)c1ccc(Cl)c(S(=O)(=O)N2CCCC2)c1
  3, 0, 2, 4, -3, 1, -1.6, -6, 4, -10
O=C(COc1ccc(Cl)cc1)NCCCNC(=O)c1ccncc1
  4, 1, -1, -1, 3, 2, 0.1, 5, 2, 1
COC(=O)c1cc(C(=O)Nc2nnc(CC(C)C)s2)cc([N+](=O)[O-])c1
  2, -1, 3, 2, -1, 1, -3.4, 3, -3, 5
O=C(COc1ccc2c(c1)OCO2)Nc1ccccc1C(F)(F)F
  6, 7, 5, 5, 5, -3, -1.2, -4, -2, -5
Cc1c(Br)cc(C(=O)NC2CCCCC2)c(C)c1C
  0, -7, 7, -6, 6, -3, -3.0, -1, -2, 2
O=C1NC(Nc2ccccn2)(C(F)(F)F)C(=O)N1c1ccc(F)cc1 (configuration not stated)
  -3, 1, 7, -6, 1, 0, -1.6, -5, 2, 1
N#CCCn1cc(C(=O)Nc2ccc(C(=O)O)cc2)c(-c2ccc([N+](=O)[O-])cc2)n1
  0, 15, -5, 3, 1, 0, -4.5, -1, 1, -15
C[C@@H]1CCCCO[C@@H](CN(C)S(=O)(=O)c2ccccc2)[C@@H](C)CN([C@H](C)CO)C(=O)c2cc(N(C)C)ccc2O1
  2, 7, 11, -4, -3, -1, -0.7, -1, 1, -6
CCCCn1c(S(=O)(=O)O)nc2ccccc21
  -3, 5, 7, 4, -5, -1, 0.1, 0, 0, 4
CN(C)c1ccc(C2N(C(=O)N3CCOCC3)CCN2S(=O)(=O)c2ccccc2)cc1 (configuration not stated)
  0, 2, -1, 0, -1, -2, -0.4, 0, -1, 0
CCn1c(CNC(=O)COc2c(C)cccc2C)nnc1SCC(=O)Nc1nccs1
  -2, 3, -2, 1, 1, 11, 0.6, -3, 1, -1
O=C(CCOc1ccccc1)Nc1ccc(S(=O)(=O)Nc2ncccn2)cc1
  6, 7, -11, 2, -7, -1, 2.0, 4, -3, 11
CC(=O)Nc1ccc(NC(=O)CCCNC(=O)c2ccc(Cl)cc2)cc1
  -5, -4, -2, -1, -3, 0, -0.6, 1, 2, 2
O=C(NCc1ccccn1)c1cccn1-c1ncc(C(F)(F)F)cc1Cl
  -2, -11, 0, 3, -4, 8, -0.9, 8, 2, -1
Cc1ccc[n+](C2=C([O-])c3ccccc3C(=O)C2=O)c1
  -19, 18, -5, -3, 1, 1, 1.0, x, 3, -15
